High-throughput results from PubChem BioAssay.
Giardia FBPA inh: inhibitors of Giardia lamblia fructose-1,6-bisphosphate aldolase. purified Giardia FBPA. Potency, µM (series often up to 59.6 µM), without a hit: at the highest dose activity, negative = inhibition, most hits filed as inhibitors. A8B2U2. 0.71% of 290,000 active; also: potency is read from the fitted curve at half-maximal effect; % is scaled to controls: 0 for no effect and ±100 for the full control effect; nearly all actives have a fitted effect of over 55% in size
Target sequence (A8B2U2 whole entry, looked up): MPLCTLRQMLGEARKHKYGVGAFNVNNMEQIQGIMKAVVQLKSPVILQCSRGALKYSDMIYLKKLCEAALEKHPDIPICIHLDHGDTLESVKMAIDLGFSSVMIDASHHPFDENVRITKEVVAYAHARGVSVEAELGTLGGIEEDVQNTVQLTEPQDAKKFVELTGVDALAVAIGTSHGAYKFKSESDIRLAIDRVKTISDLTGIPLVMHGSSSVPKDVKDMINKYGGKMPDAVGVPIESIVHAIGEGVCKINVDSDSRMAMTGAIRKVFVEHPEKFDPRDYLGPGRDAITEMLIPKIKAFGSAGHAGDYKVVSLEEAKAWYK
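40 nM FBPA preincubated 10 min at RT with compound (up to 57.5 uM final), then substrate plus GAPDH/TPI/NAD/arsenate coupling and diaphorase/resazurin added. Fluorescence read after 20 min at RT, 525/598 nm.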
AMA1 RON2 block: AMA1-RON2 (P. falciparum) interaction inhibition; AlphaScreen AMA1-biotinylated RON2 peptide binding; Potency, µM (titrated, usually from 58.2 µM), inactives show top-dose activity change, negative = inhibition, most hits filed as inhibitors; 0.2% of 360,000 active; AID 720542;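 also: potency is read from the fitted curve at half-maximal effect; 0% = vehicle wells and -100% = peptide control; nearly all actives have a fitted effect of over 45% in size; some results filed as inactive show a strong effect at the top dose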
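AMA1 (3D7) with his tag at 25 nM final met compounds first, then biotinylated RON2 peptide at 25 nM; detection used donor plus acceptor beads, 10 µg/mL apiece, read by AlphaScreen after 30 min at room temperature.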
Shiga toxin inh: blocks Shiga toxin action in Vero cells | Vero cells, Shiga toxin protein synthesis inhibition reporter | inhibition, % at 38.7 µM | 9.2% of 290,000 active; in the data active = inhibition mostly above about 28%, no sharp cut-off; inactive = mostly below about 43%; also: 0% is about no effect
AmpC inh detg: blocks E. coli AmpC beta-lactamase in detergent assay. AID 485294. Potency, µM (series often up to 114 µM), for inactives: top-dose activity change, negative = inhibition, actives largely listed as inhibitors. AmpC hydrolysis of nitrocefin, absorbance 480 nm, 0.01% Triton. 0.041% of 370,000 active;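 also: potency is read from the fitted curve at half-maximal effect; 0% = no-compound wells and -100% = no-enzyme wells; nearly all actives have a fitted effect of over 25% in size; some results filed as inactive show a strong effect at the top dose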
Target sequence (P00811 whole entry, looked up): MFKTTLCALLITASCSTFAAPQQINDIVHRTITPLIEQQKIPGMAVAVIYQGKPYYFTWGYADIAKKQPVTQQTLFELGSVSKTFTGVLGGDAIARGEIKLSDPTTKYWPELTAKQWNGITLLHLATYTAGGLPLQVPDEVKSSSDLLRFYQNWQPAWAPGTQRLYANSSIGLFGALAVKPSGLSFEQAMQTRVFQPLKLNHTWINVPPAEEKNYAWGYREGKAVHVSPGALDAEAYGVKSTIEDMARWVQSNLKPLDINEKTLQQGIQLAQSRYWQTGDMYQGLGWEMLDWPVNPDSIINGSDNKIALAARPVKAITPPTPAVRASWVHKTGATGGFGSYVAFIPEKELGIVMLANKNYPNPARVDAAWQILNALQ
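20 mM phosphate pH 7.0 + 0.01% (detergent screen) or 0.0001% Triton X-100; 5.3 nM AmpC reagent; cpd preinc 15 min RT; nitrocefin (800 uM stock) to start; A480 q20 s × 4 min; Activity was normalised to no-enzyme and no-compound control wells.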
AmpC inh no detg: inhibitors of E. coli AmpC beta-lactamase without detergent. 0.52% of 330,000 active. AID 485341. P00811. Potency, µM (doses to about 57.1 µM), for the others: at the highest dose activity change, negative = inhibition, usual class: inhibitors. AmpC nitrocefin hydrolysis, absorbance 480 nm, 0.0001% Triton;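 also: potency is read from the fitted curve at half-maximal effect; plate controls were no compound for no effect and no enzyme for full effect; nearly all actives have a fitted effect of over 20% in size; some results filed as inactive show a strong effect at the top dose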
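20 mM phosphate pH 7.0 + 0.01% (detergent screen) or 0.0001% Triton X-100; 5.3 nM AmpC reagent; cpd preinc 15 min RT; nitrocefin (800 uM stock) to start; A480 q20 s × 4 min; Activity was normalised to no-enzyme and no-compound control wells.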
HCMV antiviral: human cytomegalovirus inhibition. HFF cells, HCMV-luciferase reporter, 72 h; active compounds read low. activity change, negative = inhibition, % at 57.5 µM. 4.5% of 410,000 active. AID 1259415; in the data active = activity change below about -60%; inconclusive = no clear call, values can overlap the other calls; inactive = above about -39%; also: % is scaled to controls: 0 for no effect and ±100 for the full control effect
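Screen run at 2 compound doses on HFFs infected with reporter HCMV, MOI 1 PFU/cell. Luciferase activity from cell lysates at 72 h post infection gave inhibition relative to buffer-only and Salinomycin wells.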
CHX counter: counter-screen for Shiga toxin inhibitors: cycloheximide protein synthesis inhibition | cell reporter, cycloheximide protein synthesis inhibition counterscreen | max response, % | 12% of 300,000 active; in the data active = max response mostly above about 13%, no sharp cut-off; inactive = mostly below about 14%; also: read at 38.3 µM for the half of the compounds with a filed dose; 0% is about no effect
The depositor's hits bear a star; ? = inconclusive; . = no result given; & = joins results of further samples; [ ] = remark or other dose. Unless noted, calls follow the shape of the dose curve; as a rule, active = well fitted curve in the direction sought with a large enough effect; inconclusive = small, poorly fitted or top-dose-only effect, or another doubt; inactive = no such curve, though single readings can be large; an effect the other way counts as inactive or inconclusive.

entry	Structure	Giardia FBPA inh	AMA1 RON2 block	Shiga toxin inh	AmpC inh detg	AmpC inh no detg	HCMV antiviral	CHX counter
1	COc1cc(C(CC(=O)Nc2ccc(C)cn2)N2Cc3ccccc3C2=O)cc(OC)c1OC (stereo not drawn)	-4%	7%	-8	7%	-5%	7	-1
2	Cc1ccc(S(=O)(=O)NCc2ccc3[nH]c(C)cc3c2)cc1	-19%	0%	-14	8%	-46%	26	-5
3	Cc1ccc(NC(=O)c2ccc(CSc3ccccn3)cc2)c(O)c1	-13%	0%	27	-4%	-45%	-14	10
4	CC(C)N(CCNC(=O)c1cn(C)c2ccc(S(=O)(=O)N(C)C)cc2c1=O)Cc1ccccc1	7%	44%[activator]	30	-1%	95%[activator]	-10	-1
5	CCOc1ccc(-c2nnc(-c3ccco3)o2)cc1OCC	-15%	-9%	88*	-5%	10%	170	46*
6	Cc1c(N2C(=O)c3ccccc3C2=O)c(=O)n(-c2ccccc2)n1C	5%	-2%	-2	-14%	-2%	-36	-7
7	COc1cc(O)c(C(CC(=O)N2CCN(c3ccccc3)CC2)c2ccc3c(c2)OCO3)c(OC)c1 (stereo not drawn)	-13%&-4%	-23%	-5&-8	5%	-12%	?	9&-5
8	CCOc1ccc(S(=O)(=O)N(C)CC(=O)NC2CCCC2)cc1	4%	0%	-6	-2%	1%	-9	-2
9	CC1(c2ccc([N+](=O)[O-])c(CS(=O)(=O)c3ccccc3)c2)OCCO1	2%	-4%	3	-6%	-22%	-18	-1
10	COc1cc(OC)cc(-c2nnc(SCC(=O)Nc3ccc(C(=O)O)cc3)s2)c1	19%	-3%	-10	3%	-33%	-34	-1
11	CCCCCN(C(=O)CCC(=O)OCC(=O)N(CC)c1ccccc1)c1c(N)n(CCCC)c(=O)[nH]c1=O	.	-10%	.	-15%	158%[activator]	6	.
12	COc1ccc(-c2nc3ccccn3c2NCc2ccc3c(c2)OCO3)cc1	0%	?	49*	-4%	-30%	43	22*
13	CCOc1ccc2nc(N3CCCCCC3)sc2c1	1%	0%	102*	-14%	21%	110	57*
14	COc1ccccc1N1CCN(CCCCOc2c(OC)cccc2OC)CC1	?	-26%	-7	3%	4%	.	-3
15	O=C(O)c1cc(-c2ccc(Cl)s2)[nH]n1	7%	-4%	-4	4%	-13%	14	-3
16	N#CCCN1CCN(S(=O)(=O)c2ccc(S(=O)(=O)NC3CCCC3)cc2)CC1	-5%	-2%	10	1%	10%	-11	6
17	O=C(Cc1ccccc1)Nc1ccccc1C(=O)NCC1CCCO1 (stereo not drawn)	.	-7%	4	0%	-6%	.	10
18	COC(=O)C(Cc1c[nH]c2ccccc12)NC(=O)c1ccc2nc[nH]c2c1 (stereo not drawn)	.	0%	.	1%	-21%	19	.
19	Nc1c(Cl)ncnc1NCC(O)CO (stereo not drawn)	-8%	-15%	7	-15%	-7%	40	7
20	Cc1ccc(C)c(/C(O)=C2/C(=O)C(=O)N(CCN3CCOCC3)C2c2ccco2)c1 (stereo not drawn)	-13%	-7%	65	10%	132%[activator]	-23	6
21	O=C(N/N=C/c1cc(Br)cc(Br)c1O)c1cccc(S(=O)(=O)N2CCOCC2)c1	13%	-1%	-5	-11%	-41%	25	-4
22	COC(=O)c1cc(S(=O)(=O)N2CCN(c3ccc([N+](=O)[O-])cc3)CC2)c[nH]1	-6%	-4%	1	-9%	-26%	-9	-1
23	CN(C)C(=O)c1ccc(NC(=O)c2cccnc2)cc1	-4%	2%	-11	2%	-15%	-25	1
24	O=C(N/N=C/c1ccc2c(c1)OCO2)c1ccc2c(c1)OCCO2	-6%	-8%	64*	-11%	-50%	21	55*
25	CCOc1ncccc1C(=O)Nc1cc(S(=O)(=O)N2CCCCC2)ccc1C	.	1%	.	-7%	-26%	2	.
26	CC(OC(=O)CCN1C(=O)C2CC=CCC2C1=O)C(=O)Nc1cccc(Cl)c1 (stereo not drawn)	.	2%	.	-16%	1%	-33	.
27	CCOC(=O)N1CCN(c2c(NCCCN3CCCCCC3)c(=O)c2=O)CC1	-21%	-4%	-5	?	35%	-28	-9
28	CN(C)P(=S)(Nc1ccccc1)C(Cl)(Cl)Cl (stereo not drawn)	-8%	-13%	-14	-13%	0%[11.4 µM]	-7	-3
29	N/C(=N\OC(=O)COc1ccccc1)c1ccncc1	9%	5%	83*	-3%	-1%	133	43*
30	Cc1ccc(S(=O)(=O)N(C)c2cccc3cccnc23)cc1	-1%	.	-5	.	.	.	-1
31	Cc1ccc(C(=O)NC(Cc2ccccc2C(F)(F)F)C(=O)O)cc1 (stereo not drawn)	.	2%	.	.	-28%	-3	.
32	CCCOc1ccc(C(C)=O)cc1CC(C(N)=O)C(N)=O	5%	11%	-13	?	-10%	-10	-8
33	N#Cc1c(N)nc2c(c1-c1ccc(F)cc1)c(=O)nc1sccn12	-4%	14%	-5	-10%	-18%	-30	-3
34	CNc1nc(-c2ccc3c(c2)CCN3C(=O)c2cccc(F)c2)cs1	-11%	-19%	59*	-5%	-20%	-10	44*
35	Cc1ccc(C(C)C)c(OCC(=O)NC2CCN(C)CC2)c1	.	20%	-1	-12%	6%	-20	-4
36	COc1ccc(N(CC(=O)NCCC2=CCCCC2)S(=O)(=O)c2ccccc2F)cc1	-10%	1%	8	1%	15%	?	7
37	COc1ccc(C(=O)OCC(=O)Nc2cc(C)on2)c(OC)c1OC	0%	-2%	23	1%	-25%	-31	2
38	c1ccc(Nc2nc(NCCN3CCOCC3)nc(Nc3ccccc3)n2)cc1	-6%	-20%	-6	?	82%[activator]	35	1
39	O=C1NC(=S)N(c2ccc(Br)cc2)C(=O)/C1=C/N1CCN(C(=O)c2ccco2)CC1	0%	34%[activator]	11	-2%	-45%	-31	6
40	CCOC(=O)C1=C(COC(=O)c2ccccc2OC(F)F)NC(=O)NC1C (stereo not drawn)	.	3%	.	?	-6%	-33	.
41	C#CCSc1nnc(-c2c[nH]c3ccccc23)n1C	-2%	0%	2	?	-11%	48	18*
42	NC(=O)C1CCN(c2nc(-c3ccccc3-c3ccccc3)cs2)CC1	.	.	.	?	178%&129%[activator]	-18	.
43	CC(C)NC(=S)NN=C1CCC(c2ccccc2)CC1 (stereo not drawn)	-2%	7%	-6	-2%	-27%	?	-3
44	O=C(NCC1CCCC(CNC(=O)N2CCc3ccccc32)C1)N1CCc2ccccc21 (stereo not drawn)	-4%	-7%	-8	-3%	-1%	21	13
45	O=C(NCc1cccs1)C1CCCN1C(=O)Nc1ccccc1[N+](=O)[O-] (stereo not drawn)	5%	4%	-7	3%	-10%	-2	-2
46	CCCCCCc1cc2cc(C(=O)OCC)c(=O)oc2cc1O	8%	21%	-10	7%	-25%	-4	1
47	COC(=O)c1ccc(NC(=S)N2CCCC2)cc1	1%	6%	26	?	-14%	-23	8
48	Cc1ccc(NC(=O)N2N=C(c3ccc(F)cc3)CC2c2ccc(F)cc2)cc1 (stereo not drawn)	-3%	-9%	14	9%	-11%	-24	8
49	O=C(Nc1ccccc1F)c1ccc(CN2CCc3ccccc3C2)cc1	-9%	-4%	27	0%	-40%	?	20*
50	COC(=O)/C(C#N)=C/c1ccc(OC(=O)c2ccccn2)cc1	?	-31%	17	-9%	-28%	-19	13
51	C=CCOc1ccc(/C=N/NC(=O)C(C)Sc2ccccn2)cc1OCC (stereo not drawn)	0%	5%	-2	-12%	-8%	-9	2
52	COc1ccc(N=Nc2cc(C)ccc2O)cc1	-1%	?	82*	-5%	-25%	5	48*
53	S=C(Nc1ccc(Cl)cc1)NC1CC2CCC(C1)N2Cc1ccccc1 (stereo not drawn)	3%	0%	-7	-1%	-11%	?	0
54	Cc1ccc(C(=O)CSc2cc(C)nc(SCC(=O)c3ccccc3)n2)cc1	2%	19%	-19	-11%	-9%	-15	-4
55	O=C(N[C@@H]1C/C=C\C[C@@H](CC(=O)N(CCO)Cc2ccccc2)C(=O)N[C@@H](c2ccccc2)COC1=O)OCC1c2ccccc2-c2ccccc21	.	11%	.	.	182%[activator]	-19	.
56	COCCSc1nnc(NC(=O)c2ccc(NC(=O)C(C)C)cc2)s1	1%	-3%	-20	4%	-12%	11	0
57	Cc1ccc(C)c(NC(=O)CSc2nnc(C3CCCCC3)o2)c1	8%	-1%	-13	-12%	-6%	57	-4
58	CCN(CC)S(=O)(=O)c1ccc(C)c(NC(=O)COC(=O)CNC(=O)c2ccc(C(C)(C)C)cc2)c1	6%	2%	11	-5%	81%[activator]	-8	-1
59	CCc1ccc(NC(=O)CN(CC(=O)Nc2ccc(CC)cc2)CC(C)O)cc1 (stereo not drawn)	-1%	46%[activator]	-8	-4%	169%[activator]	49	-5
60	Cc1nn(CCC#N)c(NC(=O)c2ccccc2)c1P(=O)(Nc1ccc(Br)cc1)N1CCOCC1 (stereo not drawn)	-17%	9%	27	-7%	131%[activator]	17	13

Filtered by structure: those above with an aryl thioether with sulfur outside any ring
entry	Structure	Giardia FBPA inh	AMA1 RON2 block	Shiga toxin inh	AmpC inh detg	AmpC inh no detg	HCMV antiviral	CHX counter
3	Cc1ccc(NC(=O)c2ccc(CSc3ccccn3)cc2)c(O)c1	-13%	0%	27	-4%	-45%	-14	10
10	COc1cc(OC)cc(-c2nnc(SCC(=O)Nc3ccc(C(=O)O)cc3)s2)c1	19%	-3%	-10	3%	-33%	-34	-1
41	C#CCSc1nnc(-c2c[nH]c3ccccc23)n1C	-2%	0%	2	?	-11%	48	18*
51	C=CCOc1ccc(/C=N/NC(=O)C(C)Sc2ccccn2)cc1OCC (stereo not drawn)	0%	5%	-2	-12%	-8%	-9	2
54	Cc1ccc(C(=O)CSc2cc(C)nc(SCC(=O)c3ccccc3)n2)cc1	2%	19%	-19	-11%	-9%	-15	-4
56	COCCSc1nnc(NC(=O)c2ccc(NC(=O)C(C)C)cc2)s1	1%	-3%	-20	4%	-12%	11	0
57	Cc1ccc(C)c(NC(=O)CSc2nnc(C3CCCCC3)o2)c1	8%	-1%	-13	-12%	-6%	57	-4
